Screening data (PubChem BioAssay)
GDH-TPI counter: counter-screen for M. tuberculosis FBA inhibitors: GDH-TPI coupled enzymes; GDH-TPI coupled enzyme counterscreen, NADH absorbance; inhibition, % at 4.8 µM; hit rate 1.2% among 360,000; AID 588335; in the data active = inhibition above about 30%;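 also: 0% = DMSO wells and 100% = wells lacking the enzyme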
BoNT F protease: BoNT F light chain protease inhibition. hit rate 0.22% among 360,000. Multiplex microsphere protease cleavage assay, flow cytometry. inhibition, % at 10 µM; in the data active = inhibition above about 35%, passing the limit was not always enough; inconclusive = no clear call, values can overlap the other calls; also: plate controls were buffer without enzyme for full effect and enzyme alone for no effect
Anthrax LF inh2: anthrax lethal factor protease inhibition. multiplex microsphere protease cleavage assay, LF. hit rate 0.12% among 360,000. inhibition, % at 10 µM; also: plate controls were buffer without enzyme for full effect and enzyme alone for no effect
FadD28 FP inh: inhibitors of Mycobacterium tuberculosis FadD28 bisubstrate binding; FadD28 bisubstrate probe binding, fluorescence polarization; inhibition, % at 12.5 µM; hit rate 0.22% among 360,000; AID 588549; in the data active = inhibition above about 8.5%, passing the limit was not always enough; inconclusive = no clear call, values can overlap the other calls
BioA inh: BioA (M. tuberculosis) enzyme inhibition. inhibition, % at 9.99 µM. hit rate 0.096% among 360,000. purified M. tuberculosis BioA enzyme, plate reader; in the data active = inhibition above about 40%; inconclusive = no clear call, values can overlap the other calls
BoNT A protease: blocks Botulinum neurotoxin A light chain protease. inhibition, % at 10 µM. hit rate 0.17% among 360,000. multiplex microsphere protease substrate cleavage, flow cytometry. AID 588499; also: plate controls were buffer without enzyme for full effect and enzyme alone for no effect
Mtb FBA inh: inhibits M. tuberculosis FBA enzyme; AID 588726; P9WQA3; purified M. tuberculosis FBA, fluorescence read-out; inhibition, % at 1 µM; hit rate 2.3% among 360,000; in the data active = inhibition above about 27%;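 also: 0% = vehicle and 100% = reference inhibitor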
Target sequence (P9WQA3 whole entry, looked up): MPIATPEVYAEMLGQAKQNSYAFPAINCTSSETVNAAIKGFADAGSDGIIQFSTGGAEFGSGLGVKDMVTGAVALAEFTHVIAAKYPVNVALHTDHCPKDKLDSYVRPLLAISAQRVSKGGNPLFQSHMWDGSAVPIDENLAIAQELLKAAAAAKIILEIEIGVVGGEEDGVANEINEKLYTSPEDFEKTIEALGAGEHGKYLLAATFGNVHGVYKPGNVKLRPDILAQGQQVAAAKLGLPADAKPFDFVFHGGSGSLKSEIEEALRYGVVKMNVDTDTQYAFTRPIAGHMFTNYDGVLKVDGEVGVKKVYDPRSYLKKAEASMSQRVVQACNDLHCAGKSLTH
PfHsp40 yeast: restores yeast growth despite PfHsp40 toxicity. AID 504582. S. cerevisiae expressing PfHsp40, growth rescue, ATP luminescence. hit rate 0.68% among 340,000. growth rescue, % at 12.5 µM; in the data active = growth rescue above about 28%, passing the limit was not always enough; inconclusive = no clear call, values can overlap the other calls;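 also: yeast W303a lacking pdr1 and pdr3 grown in galactose medium; growth measured after three days at 30 °C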
Mtb UGM inh: inhibitors of M. tuberculosis UDP-galactopyranose mutase; purified UGM, fluorescence polarization probe displacement; inhibition, % at 10 µM; hit rate 0.06% among 320,000; AID 504406; in the data active = inhibition above about 10%, passing the limit was not always enough; inconclusive = no clear call, values can overlap the other calls
Target sequence (P9WIQ1 whole entry, looked up): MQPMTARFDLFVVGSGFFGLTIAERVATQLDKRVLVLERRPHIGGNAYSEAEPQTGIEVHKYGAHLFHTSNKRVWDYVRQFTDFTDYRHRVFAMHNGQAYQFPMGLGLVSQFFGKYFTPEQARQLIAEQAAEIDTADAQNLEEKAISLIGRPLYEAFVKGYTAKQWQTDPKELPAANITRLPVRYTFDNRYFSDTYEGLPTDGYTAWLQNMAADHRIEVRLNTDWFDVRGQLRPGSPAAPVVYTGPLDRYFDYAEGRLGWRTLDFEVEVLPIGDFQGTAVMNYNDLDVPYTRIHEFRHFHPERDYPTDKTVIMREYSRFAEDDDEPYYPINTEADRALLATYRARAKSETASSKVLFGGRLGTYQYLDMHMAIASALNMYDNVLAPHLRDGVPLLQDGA
* marks the source's active call; other numbers are inactive results; ? = inconclusive; nt = not tested or not shown; & = joins results of further samples. Rule as the data show it, unless noted: active = inhibition above about 30%; inconclusive = no clear call, values can overlap the other calls; inactive = below that.

SMILES	GDH-TPI counter	BoNT F protease	Anthrax LF inh2	FadD28 FP inh	BioA inh	BoNT A protease	Mtb FBA inh	PfHsp40 yeast	Mtb UGM inh
COc1ccc(CNC(=O)CCNS(=O)(=O)c2ccc3c(c2)oc(=O)n3C)cc1	4	-2	-2	-1.4	0.8	-0.2	-1	0.5	0.8
CC(=O)Nc1ccc(N(C(=O)c2ccco2)C(C(=O)NC2CCCC2)c2ccc(N3CCOCC3)cc2)cc1 (configuration not stated)	-3	-7	0	1.2	nt	0.0	1	1.5	-0.1
CCOC(=O)C1CCCN(C2=NC(=O)/C(=C/c3ccc(O)c(OC)c3)S2)C1 (configuration not stated)	14	19	-3	0.5	-6.5	-0.8	-1	0.6	0.3
COc1ccc(NC(=O)C(c2ccc(OC)cc2)N(Cc2ccco2)C(=O)CC2NC(=O)NC2=O)cc1 (configuration not stated)	-2	0	-1	-0.9	0.0	-0.1	4	1.0	0.2
O=C(COc1ccc2ccccc2c1)NNC(=O)Cc1cccc2ccccc12	3	?	-4	-3.0	-0.2	0.0	2	-1.5	2.1
O=C(COc1ccc2c(-c3ccccc3)cc(=O)oc2c1)NCC(O)c1ccccc1 (configuration not stated)	5	-5	2	-1.4	-0.9	0.0	0	-1.3	0.1
COc1ccc(/C=C(/C(=O)N2CCCCC2C(=O)O)c2ccc(OC)c(OC)c2)cc1 (configuration not stated)	13	3	4	-0.6	-0.3	-0.3	1	0.8	nt
Cc1ccc(-c2noc(CNS(=O)(=O)c3ccccc3)n2)cc1	-6	6	-2	-2.9	-1.0	1.0	2	0.2	-0.8
COc1ccccc1-c1c(C(F)(F)F)oc2cc(OS(C)(=O)=O)ccc2c1=O	3	6	-2	-4.7	-0.1	0.5	0	-1.5	1.6
COc1cc(N(CCCn2cnc3c(SC)ncnc32)CCCn2cnc3c(SC)ncnc32)cc(OC)c1OC	7	6	0	-0.2	1.0	-0.4	1	nt	nt
CC(=O)c1ccc(N(CC(=O)NCc2ccc3c(c2)OCO3)C(=O)c2csnn2)cc1	1	1	1	nt	0.0	-2.7	1	0.3	-2.0
CCOc1ccc2c(c1)ncn2Cc1ccccc1	2	-7	-6	-5.4	nt	0.1	0	-0.5	1.0
CC1CCC2C(=O)N(c3ccc(S(=O)(=O)c4ccccc4)cc3)C(=O)C2C1 (configuration not stated)	3	-3	-1	-4.9	nt	-0.4	-3	-0.2	-1.1
CN1CCC(=C2c3ccccc3Sc3ccccc32)CC1	-7	-16	-1	-0.7	-2.3	-0.3	5	1.0	nt
CCCN(C(=O)COC(=O)CSc1ccc([N+](=O)[O-])cc1)C1CCS(=O)(=O)C1 (configuration not stated)	19	7	-7	0.2	-2.1	0.1	3	-3.1	0.2
O=C(CN(c1cccc(Cl)c1)S(=O)(=O)c1ccc(Cl)cc1)NCc1ccccn1	8	nt	nt	-1.7	3.0	nt	0	-0.9	-2.1
O=C(O/N=C1\CCS(=O)(=O)c2sccc21)c1c(F)cccc1F	1	-7	-4	1.6	nt	-0.1	5	-0.7	-0.3
Cc1noc(C)c1NC(=O)N(C)C[C@H]1Oc2ccc(NC(=O)NC3CCCCC3)cc2C(=O)N([C@H](C)CO)C[C@@H]1C	6	1	6	-0.5	0.0&-2.1	-0.9	2	-0.3	-4.3
CCOc1ccc(OCC)c(NC(=O)C2CCN(S(=O)(=O)c3c(C)noc3C)CC2)c1	1	-28	-5	-0.2	-1.1	-0.5	0	-1.4	2.1
Cc1cc(C)cc(-n2cccc2/C=C2/C(=N)N3C(=NC2=O)SN=C3S(C)(=O)=O)c1	5	-5	-2	-7.4	nt	0.0	0	-0.6	4.3

Some of the entries so far, with bars between the fields.
Compound | GDH-TPI counter | BoNT F protease | Anthrax LF inh2 | FadD28 FP inh | BioA inh | BoNT A protease | Mtb FBA inh | PfHsp40 yeast | Mtb UGM inh
COc1ccc(/C=C(/C(=O)N2CCCCC2C(=O)O)c2ccc(OC)c(OC)c2)cc1 (configuration not stated) | 13 | 3 | 4 | -0.6 | -0.3 | -0.3 | 1 | 0.8 | nt
Cc1ccc(-c2noc(CNS(=O)(=O)c3ccccc3)n2)cc1 | -6 | 6 | -2 | -2.9 | -1.0 | 1.0 | 2 | 0.2 | -0.8
COc1ccccc1-c1c(C(F)(F)F)oc2cc(OS(C)(=O)=O)ccc2c1=O | 3 | 6 | -2 | -4.7 | -0.1 | 0.5 | 0 | -1.5 | 1.6
COc1cc(N(CCCn2cnc3c(SC)ncnc32)CCCn2cnc3c(SC)ncnc32)cc(OC)c1OC | 7 | 6 | 0 | -0.2 | 1.0 | -0.4 | 1 | nt | nt
CC(=O)c1ccc(N(CC(=O)NCc2ccc3c(c2)OCO3)C(=O)c2csnn2)cc1 | 1 | 1 | 1 | nt | 0.0 | -2.7 | 1 | 0.3 | -2.0
CCOc1ccc2c(c1)ncn2Cc1ccccc1 | 2 | -7 | -6 | -5.4 | nt | 0.1 | 0 | -0.5 | 1.0
CC1CCC2C(=O)N(c3ccc(S(=O)(=O)c4ccccc4)cc3)C(=O)C2C1 (configuration not stated) | 3 | -3 | -1 | -4.9 | nt | -0.4 | -3 | -0.2 | -1.1
CN1CCC(=C2c3ccccc3Sc3ccccc32)CC1 | -7 | -16 | -1 | -0.7 | -2.3 | -0.3 | 5 | 1.0 | nt
CCCN(C(=O)COC(=O)CSc1ccc([N+](=O)[O-])cc1)C1CCS(=O)(=O)C1 (configuration not stated) | 19 | 7 | -7 | 0.2 | -2.1 | 0.1 | 3 | -3.1 | 0.2
O=C(CN(c1cccc(Cl)c1)S(=O)(=O)c1ccc(Cl)cc1)NCc1ccccn1 | 8 | nt | nt | -1.7 | 3.0 | nt | 0 | -0.9 | -2.1
O=C(O/N=C1\CCS(=O)(=O)c2sccc21)c1c(F)cccc1F | 1 | -7 | -4 | 1.6 | nt | -0.1 | 5 | -0.7 | -0.3
Cc1noc(C)c1NC(=O)N(C)C[C@H]1Oc2ccc(NC(=O)NC3CCCCC3)cc2C(=O)N([C@H](C)CO)C[C@@H]1C | 6 | 1 | 6 | -0.5 | 0.0&-2.1 | -0.9 | 2 | -0.3 | -4.3
CCOc1ccc(OCC)c(NC(=O)C2CCN(S(=O)(=O)c3c(C)noc3C)CC2)c1 | 1 | -28 | -5 | -0.2 | -1.1 | -0.5 | 0 | -1.4 | 2.1
Cc1cc(C)cc(-n2cccc2/C=C2/C(=N)N3C(=NC2=O)SN=C3S(C)(=O)=O)c1 | 5 | -5 | -2 | -7.4 | nt | 0.0 | 0 | -0.6 | 4.3

Later entries.
SMILES	GDH-TPI counter	BoNT F protease	Anthrax LF inh2	FadD28 FP inh	BioA inh	BoNT A protease	Mtb FBA inh	PfHsp40 yeast	Mtb UGM inh
Cc1ccc(C)c(NS(=O)(=O)c2ccc(-c3cnc(C4CC4)o3)cc2)c1	-13	nt	nt	-1.6	0.2	nt	5	0.7	-1.6
N/C(=N\OC(=O)CCCc1ccccc1)c1cccc([N+](=O)[O-])c1	5	3	1	-3.3	nt	0.7	-2	0.2	0.5
CCN1CCN(S(=O)(=O)c2ccc(Cl)c(C(=O)Oc3ccc(CC(=O)OC)cc3)c2)CC1	-8	1	3	-4.6	-0.5	0.5	1	4.0	nt
Cn1nnnc1SCC(=O)NCc1ccccc1	7	16	-1	-0.5	-1.1	0.3	0	-0.5	0.7
O=S(=O)(N/N=C/c1c(F)cccc1Cl)c1ccccc1	2	-18	-5	-4.5	-1.4	-0.3	-7	-1.9	-2.5
CN(C)c1ccc(N2C(=O)CC(Sc3ccccc3C(=O)O)C2=O)cc1 (configuration not stated)	-5	1	1	-3.8	nt	0.5	-6	3.4	-0.6
COc1ccc(CCNC(=O)C(C(=O)c2ccccc2)n2ccccc2=O)cc1OC (configuration not stated)	-4	7	-1	-3.0	0.7	0.8	1	-0.9	2.1
CCc1ccccc1NC(=S)N(CCN(C)C)C(C)c1ccco1 (configuration not stated)	2	-4	-6	-1.8	nt	-1.7	-1	-2.6	0.3
COc1cccc(CNC(=O)c2ccccc2NC(=O)C2=C(C)OCCS2)c1	1	1	2	-2.1	0.5	1.9	4	-0.5	-0.3
O=C(CC(=O)NCc1ccc(Cl)cc1)NCc1ccc(Cl)cc1	12	-26	2	-2.8	-2.1	1.8	2	-0.6	3.3
CC1CC(CC(C)C(=O)NC(=S)Nc2ccc(S(N)(=O)=O)cc2)C(=O)O1 (configuration not stated)	0	-7	-2	-5.3	nt	0.1	0	-0.4	-0.5
COc1cc(C(=S)N2CCC(C)CC2)ccc1O	5	-2	-5	0.0	-1.1	-0.7	3	0.6	-0.8
CCCn1c(SCC(=O)Nc2nnc(C(C)C)s2)nc2c1c(=O)n(C)c(=O)n2C	-15	4	3	-0.9	-0.2	-1.8	1	0.3	-2.1
CNc1cncc(-c2ccc(OC)c(OC)c2)n1	20	5	-5	-2.3	0.5	-0.2	58*	nt	nt
CCc1cccc(NC(=O)COC(=O)c2cc([N+](=O)[O-])ccc2N2CCOCC2)c1	6	-6	0	-1.8	nt	-0.5	-4	nt	1.3
CN1C[C@H](C(=O)N[C@]2(C)O[C@@]3(O)[C@@H]4CCCN4C(=O)[C@H](Cc4ccccc4)N3C2=O)CC2c3cccc4[nH]cc(c34)C[C@H]21 (some centres not stated)	16&0	-15&-13	-12&-4	-2.1&-3.5	-1.8&1.0	1.1&-0.2	3&-1	0.0&12	4.0
COc1ccc2c(C)cc(=S)[nH]c2c1	6	10	0	-3.6	nt	1.0	5	3.1	nt
CCOC(=O)C1=C(c2ccccc2)N=C2SCC(=O)N2C1c1ccc(OCC)c(OCC)c1 (configuration not stated)	2	4	0	-0.8	-0.5	0.2	4	-1.0	-0.8
CCCCc1ccc(-c2ccc(Br)cc2O)nc1	-3	-3	-10	-1.5	nt	-0.1	-1	-0.4	2.1
CCC(c1ccccc1)c1nnc(NC(=O)c2ccco2)s1 (configuration not stated)	18	-2	9	0.4	-1.3	0.3	1	nt	0.1
O=C(N/N=C/c1ccc(OC(=O)c2ccccc2)cc1)c1ccc(CN2CCOCC2)cc1	2	-10	0	-3.0	-0.5	0.3	5	1.0	-0.6
Cc1ccccc1C(=O)c1c[nH]c(C(=O)N2CCN(c3ccccc3F)CC2)c1	-3	3	-2	1.1	0.2	-0.2	2	2.4	3.5
CC(C(=O)NCCc1ccc(S(N)(=O)=O)cc1)N1C(=O)CC(C)(C)Sc2ccccc21 (configuration not stated)	0	-2	17	-0.6	0.5	-2.8	5	0.7	-0.1
Fc1ccccc1-c1nc(NC2CCCC2)c2ccccc2n1	6	5	5	-2.6	-0.7	-0.8	1	2.1	-0.6
CS(=O)(=O)N(CC(=O)N1CCN(c2ccccc2F)CC1)c1cccc(C(F)(F)F)c1	9	-10	-2	0.0	7.5	-0.5	2	0.7	0.2
O=C(COc1ccccc1F)c1ccc(O)cc1O	50*	6	-5	-1.4	-2.5	3.9	-2	1.7	1.6
CCOc1ccccc1NC(=O)CSc1n[nH]c(N)n1	-1	-10	-6	-3.1	0.4	-1.8	0	?	-2.8
COCC(C)n1c(SCC(=O)NNC(=O)c2ccc(F)cc2)nc2ccccc2c1=O (configuration not stated)	3	-12	-2	-1.2	nt	-1.2	-1	-0.8	nt
Cc1cc(C)c(OCC(=O)NCCCn2nc(C)cc2C)c(C)c1	-1	2	-1	-3.1	-0.3	-0.1	0	0.6	-0.8
Cc1ccc(OCC(=O)NC(=S)Nc2ccccn2)c(Br)c1	16	-2	-2	-0.6	-2.6	-1.0	5	-1.4	-2.2
CCOC(=O)c1cnc2ccc(C(=O)OC)cc2c1NCCN1CCOCC1	21	-10	-1	-1.2	nt	-1.1	5	-0.5	1.7
O=C(NCCc1ccccc1)NC1CCCCC1	-3	7	-4	0.8	-1.9	-0.2	2	0.8	1.3
